# KDM4C inh: inhibitors of GASC-1 (KDM4C) histone demethylase, primary screen, biochemical, single concentration HTS | AID 720574, 2013 | 96,000 tested, 0.15% active | inhibition, % at 12.5 µM | GST-KDM4C 2-372, H3K9me3 peptide, LANCE TR-FRET | Lysine-specific demethylase 4C (Homo sapiens), Q9H3R0;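 active = mean replicate inhibition above about 25%, with at least 55% of replicates also reaching it, limit read from the data, passing the limit was not always enough; inconclusive = only one of those two conditions met; inactive = neither condition met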
# Target sequence (Q9H3R0 2-372 limits assumed): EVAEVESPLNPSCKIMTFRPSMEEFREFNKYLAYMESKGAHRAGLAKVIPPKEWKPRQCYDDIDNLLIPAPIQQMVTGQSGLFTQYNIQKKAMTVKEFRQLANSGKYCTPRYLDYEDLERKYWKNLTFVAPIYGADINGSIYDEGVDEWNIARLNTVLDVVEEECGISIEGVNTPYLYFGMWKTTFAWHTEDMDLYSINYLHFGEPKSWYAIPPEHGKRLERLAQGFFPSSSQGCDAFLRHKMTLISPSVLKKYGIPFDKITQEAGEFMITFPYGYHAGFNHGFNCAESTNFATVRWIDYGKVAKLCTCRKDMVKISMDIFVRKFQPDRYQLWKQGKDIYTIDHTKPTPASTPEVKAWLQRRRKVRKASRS
#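 Compound: one test concentration per compound; Material: GST-GASC-1 enzyme fragment 2-372; Amount: GASC-1 enzyme at 10 nM final in reaction; Also added: H3K9me3 peptide substrate, Fe(II), 2-oxoglutarate; Technique: LANCE TR-FRET; Times: 30 min demethylation and 1 h detection at room temperature.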
# Pf Dd2 growth: P. falciparum Dd2 growth inhibitors, primary screen, SYBR Green fluorescence, single dose replicates; AID 1159554, 2015; 72 h; active compounds read low; 94,000 tested, 2.3% active; activity change, % at 10 µM; in the data active = activity change below about -80%; inconclusive = no clear call, values can overlap the other calls
# C diff HTS: C. difficile growth inhibitors, primary screen, HTS; Clostridium difficile clinical isolate growth, OD600, 24 h; active compounds read low; growth activity, negative = inhibition, % at 16 µg/mL (by protocol); 86,000 tested, 0.25% active; AID 1259249, 2017;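 active = mean growth activity at or below -80% and every replicate also at or below -80%; inconclusive = mean at or below -80% but some replicate above -80%; inactive = mean growth activity above -80%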;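 note: 0% = DMSO wells and -100% = levofloxacin 16 µg/mL wells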
# T cruzi growth: T. cruzi intracellular proliferation inhibitors, primary screen, cell-based, beta-gal Tulahuen parasites, NIH3T3 host, luminescence; T. cruzi beta-gal in NIH3T3, GalScreen luminescence, 90 h; inhibition, % at 8.34 µM; 77,000 tested, 5.9% active; AID 624255, 2012;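 active = mean inhibition above about 93%, with at least 55% of replicates each passing it, limit read from the data, passing the limit was not always enough; inconclusive = only one of those two conditions holds; inactive = neither condition holds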
# * = called active by the depositor; ? = inconclusive; / = no result given.
# Second line of a record – KDM4C inh	Pf Dd2 growth	C diff HTS	T cruzi growth
O=C(Nc1ccc(-c2ccccc2)cc1)[C@@H]1[C@@H](CO)[C@@H]2Cn3c(cccc3=O)[C@@H]2N1CC1CCOCC1
 : 0.7	-14	-3	69
COc1ccc(NC(=O)N(C)C[C@@H]2Oc3c(NC(=O)C4CCOCC4)cccc3C(=O)N([C@@H](C)CO)C[C@H]2C)cc1
 : 5.5	12	3	45
C[C@@H]1CN([C@@H](C)CO)C(=O)c2cc(NC(=O)Cc3cn(C)c4ccccc34)ccc2O[C@H]1CN(C)C
 : -0.8	19	0	/
CCCNC(=O)Nc1ccc2c(c1)C(=O)N(C)C[C@H](OC)[C@H](C)CN[C@H](C)CO2
 : -1.3	21	/	41
COc1ccc2c3c(n(C)c2c1)[C@H](CO)N(Cc1ccccc1F)CC31CN(C(C)=O)C1
 : -0.8	-25	6	/
O=C(Nc1ccc2c(c1)[C@@H]1C[C@H](CC(=O)N3CCCCC3)O[C@H](CO)[C@@H]1O2)Nc1ccccc1F
 : 2.6	-15	-1	12
COc1ccc(S(=O)(=O)Nc2ccc3c(c2)C(=O)N([C@@H](C)CO)C[C@@H](C)[C@@H](CN(C)C(=O)C2CCCCC2)OCCCC[C@H](C)O3)cc1
 : 0.3	-79	1	51
O=C(C[C@H]1CC[C@H]2[C@@H](COC[C@H](O)CN2Cc2cccc(F)c2)O1)NCCc1ccncc1
 : -0.6	0	/	-2
CC=Cc1ccc2n(c1=O)C[C@H]1[C@H](CO)[C@@H](C(=O)NCCc3cn(C)cn3)N(C(=O)C3CCCC3)[C@@H]21 (mixture of isomers)
 : -0.5	26	-4	/
C[C@@H]1CN([C@@H](C)CO)C(=O)c2cc(NS(=O)(=O)c3ccc(F)cc3)ccc2O[C@@H](C)CCCCO[C@@H]1CN(C)C(=O)c1ccccc1
 : 1.9	-41	0	45
CCCNC(=O)N1CC2(CN(S(C)(=O)=O)C2)c2c(n(C)c3cc(OC)ccc23)[C@@H]1CO
 : -0.2	-6	11	/
COCC#Cc1ccc2c(c1)O[C@H](CN(C)C(=O)CC1CC1)[C@@H](C)CN([C@@H](C)CO)S2(=O)=O
 : -1.2	-57	0	72
CCC(=O)N1C[C@H](C)[C@H](OC)CN(C)C(=O)c2cc(NC(=O)NC(C)C)ccc2OC[C@@H]1C
 : 1.0	-27	-3	-15
CCCN1C[C@H](C)[C@@H](OC)CN(C)C(=O)c2ccc(NC(=O)c3ccccc3F)cc2OC[C@@H]1C
 : -1.1	-1	-10	/
CNC[C@H]1Oc2ccc(NS(=O)(=O)c3c(C)noc3C)cc2CC(=O)N([C@H](C)CO)C[C@@H]1C
 : -0.1	47	2	35
Cc1ccc(S(=O)(=O)Nc2ccc3c(c2)CC(=O)N([C@H](C)CO)C[C@H](C)[C@H](CN(C)CC2CCCCC2)O3)cc1
 : /	-2	23	4
Cc1ccc(S(=O)(=O)N(C)C[C@@H]2Oc3ccc(NS(=O)(=O)c4c(C)noc4C)cc3C(=O)N([C@@H](C)CO)C[C@@H]2C)cc1
 : -0.5	-7	7	2
CCCNC(=O)N(C)C[C@@H]1Oc2cc(-c3cncnc3)ccc2S(=O)(=O)N([C@H](C)CO)C[C@@H]1C
 : 4.2	29	/	/
O=C(C[C@H]1C[C@@H]2c3cc(NC(=O)Nc4ccccc4F)ccc3O[C@@H]2[C@@H](CO)O1)NCc1ccc2c(c1)OCO2
 : -3.1	-36	4	56
CN1[C@@H]2Cn3c(ccc(-c4ccncc4)c3=O)[C@H]1[C@@H](C(=O)NC1CCCCC1)[C@@H]2CO
 : -0.6	7	-3	52

# Full records as entered above. Screens in order: KDM4C inh, Pf Dd2 growth, C diff HTS, T cruzi growth
# COc1ccc2c3c(n(C)c2c1)[C@H](CO)N(Cc1ccccc1F)CC31CN(C(C)=O)C1 is entered as -0.8, -25, 6, /
# COc1ccc(S(=O)(=O)Nc2ccc3c(c2)C(=O)N([C@@H](C)CO)C[C@@H](C)[C@@H](CN(C)C(=O)C2CCCCC2)OCCCC[C@H](C)O3)cc1 is entered as 0.3, -79, 1, 51

# Further results
# Second line of a record – KDM4C inh	Pf Dd2 growth	C diff HTS	T cruzi growth
C[C@@H]1CN([C@H](C)CO)C(=O)c2cc(NC(=O)Cc3ccccc3)ccc2O[C@@H](C)CCCCO[C@@H]1CN(C)C(=O)c1ccncc1
 : 0.5	-49	-1	30
CCCNC(=O)[C@H]1[C@H](CO)[C@H]2Cn3c(ccc(-c4ccccc4F)c3=O)[C@@H]1N2CC1CC1
 : -0.7	0	-7	50
CCC(=O)N(C)C[C@H]1Oc2ncc(-c3ccc(C(=O)N(C)C)cc3)cc2C(=O)N([C@@H](C)CO)C[C@H]1C
 : 0.3	12	0	-65
N#C[C@H]1N[C@H](CO)[C@H]1c1ccc(C#CC2CCCCC2)cc1
 : 0.9	28	-11	90
CCC(=O)N(CC)C[C@@H]1[C@@H](c2ccc(-c3ccccc3)cc2)[C@@H](CO)N1C(C)=O
 : 0.4	-9	-4	/
C[C@H]1CCCCO[C@@H](CN(C)C(=O)Nc2ccc(F)cc2)[C@@H](C)CN([C@@H](C)CO)C(=O)c2cc(NC(=O)Nc3ccccc3)ccc2O1
 : -0.9	-4	-3	77
CCCC#Cc1ccc2c(c1)O[C@@H](CN(C)C(=O)c1ccccc1F)[C@H](C)CN([C@@H](C)CO)S2(=O)=O
 : -1.5	-81*	6	112*
O=C(C[C@@H]1C[C@H]2c3cc(NC(=O)Cc4ccncc4)ccc3O[C@H]2[C@@H](CO)O1)NCC1CC1
 : 4.9	0	1	-3
CCC(=O)N[C@@H]1CC[C@H](CC(=O)NCc2ccccc2F)O[C@H]1CO
 : 3.6	10	/	-9
Cc1cccc(-c2ccc([C@H]3[C@H]4CN(S(=O)(=O)c5ccccc5C)CCCCN4[C@H]3CO)cc2)c1
 : -1.0	-10	-7	103*
Cc1noc(C)c1NC(=O)Nc1ccc2c(c1)C(=O)N([C@H](C)CO)C[C@@H](C)[C@H](CN(C)Cc1ccccc1)OCCCC[C@@H](C)O2
 : -0.8	3	/	38
O=C(c1ccncc1)N1CCCCN2[C@H](CO)[C@H](c3ccc(-c4ccccc4)cc3)[C@@H]2C1
 : -1.5	46	-1	119*
CN(C)C(=O)c1ccc(-c2ccc([C@@H]3[C@@H](CO)N4CCCCN(Cc5cncnc5)C[C@@H]34)cc2)cc1
 : -0.4	-2	-3	55
CO[C@@H]1CN(C)C(=O)c2ccc(NC(=O)Nc3cc(F)ccc3F)cc2OC[C@H](C)N(C(=O)c2ccccn2)C[C@H]1C
 : -0.1	-27	/	/
C[C@@H]1CN([C@@H](C)CO)C(=O)c2cc(C3=CCCC3)cnc2O[C@@H]1CN(C)C(=O)Nc1cccc(F)c1
 : -1.3	12	13	/
CC(C)NC(=O)Nc1ccc2c(c1)CC(=O)N([C@H](C)CO)C[C@@H](C)[C@H](CN(C)Cc1ccc(-c3ccccc3)cc1)O2
 : 0.0	-49	22	65
C[C@H](NC(=O)N(C)C[C@H]1OCc2ccccc2-c2c(n(C)c3ccccc23)C(=O)N([C@H](C)CO)C[C@@H]1C)c1ccccc1
 : 1.3	0	-1	-17
COc1ccc(S(=O)(=O)Nc2ccc3c(c2)C(=O)N([C@H](C)CO)C[C@@H](C)[C@H](CN(C)S(=O)(=O)c2ccc(C)cc2)OCCCC[C@@H](C)O3)cc1
 : 0.4	-61	/	/
Cn1cnc(S(=O)(=O)N2CCCCN3[C@H](CO)[C@@H](c4ccc(-c5ccc(F)cc5)cc4)[C@H]3C2)c1
 : 0.1	40	-4	-23
COc1ccc(S(=O)(=O)N(C)C[C@H]2Oc3ccc(NC(=O)CCC(F)(F)F)cc3C(=O)N([C@H](C)CO)C[C@@H]2C)cc1
 : -1.0	-8	2	/
C[C@H](CO)N1C[C@H](C)[C@H](CN(C)C(=O)Nc2ccccc2)OCCCC[C@H](C)Oc2ccc(NC(=O)CCC(F)(F)F)cc2C1=O
 : 0.6	/	6	/
C[C@@H]1CN([C@H](C)CO)S(=O)(=O)c2ccc(/C=C/c3ccccc3)cc2O[C@@H]1CN(C)CC1CC1
 : -1.6	-75	8	26
C[C@H](O)C#Cc1ccc2c(c1)O[C@@H](CN(C)C(=O)Nc1ccccc1)[C@@H](C)CN([C@@H](C)CO)S2(=O)=O
 : /	-58	-4	65
C[C@@H]1CN([C@H](C)CO)C(=O)c2cc(/C=C/c3ccccc3)cnc2O[C@H]1CN(C)Cc1ccccc1
 : 0.7	-38	12	114*
Cc1ccccc1-c1ccc([C@@H]2[C@@H](CO)N3C(=O)CN(C(=O)Nc4cccc(F)c4)C[C@H]23)cc1
 : 0.2	5	45	/
CC(C)NC(=O)N(C)C[C@H]1OCCCC[C@@H](C)Oc2ccc(NC(=O)Nc3ccc(F)cc3)cc2C(=O)N([C@H](C)CO)C[C@@H]1C
 : 5.9	26	4	34
C[C@@H]1CN([C@H](C)CO)C(=O)c2cccc(NC(=O)c3ccncc3)c2O[C@@H]1CN(C)S(=O)(=O)c1cccs1
 : 11	-20	-3	-132
COCC(=O)Nc1ccc2c(c1)C(=O)N(C)C[C@@H](OC)[C@H](C)CN(Cc1ccncc1)[C@@H](C)CO2
 : 0.3	40	/	14
C[C@H](CO)N1C[C@H](C)[C@@H](CN(C)C(=O)Nc2ccc(C(F)(F)F)cc2)OCCCC[C@H](C)Oc2ccc(NS(=O)(=O)c3ccccc3)cc2C1=O
 : 0.1	-29	1	?
O=C(C[C@H]1CC[C@@H](NC(=O)c2ccncc2)[C@@H](CO)O1)Nc1ccc(-c2ccccc2)cc1
 : -1.0	4	-11	/
CO[C@H](CN(C)Cc1nccs1)[C@H](C)CN([C@@H](C)CO)S(=O)(=O)c1ccc(C)cc1
 : -0.3	-13	/	40
CC(C)NC(=O)N(C)C[C@@H]1OCCCC[C@H](C)Oc2ccc(N(C)C)cc2C(=O)N([C@@H](C)CO)C[C@@H]1C
 : 17	32	-6	23
CCCNC(=O)C[C@@H]1C[C@H]2c3cc(NC(=O)C4CCOCC4)ccc3O[C@H]2[C@@H](CO)O1
 : 0.8	31	-1	/
CCCN(C)C[C@H]1OCCCC[C@@H](C)Oc2ccc(NC(=O)Nc3ccc(OC)cc3)cc2C(=O)N([C@H](C)CO)C[C@@H]1C
 : 0.4	-7	0	85
CC=Cc1ccc2n(c1=O)C[C@@H]1[C@@H](CO)[C@H](C(=O)NCc3ccc(F)cc3)[C@H]2N1CC (mixture of isomers)
 : 0.3	-11	-1	-35
Cc1noc(C)c1NC(=O)N(C)C[C@@H]1Oc2ccc(NC(=O)Nc3ccccc3)cc2C(=O)N([C@H](C)CO)C[C@@H]1C
 : 0.4	50	13	-14
CCCN(C)C[C@@H]1Oc2ncc(-c3ccccc3OC)cc2C(=O)N([C@H](C)CO)C[C@@H]1C
 : 0.4	-54	5	-7
CCC(=O)N[C@H]1C=C[C@H](CC(=O)NCc2ccc(OC)cc2)O[C@H]1CO
 : -0.4	7	/	33
N#C[C@@H]1[C@@H](c2ccccc2)[C@@H](CO)N1S(=O)(=O)c1cccc(F)c1
 : -1.2	14	-1	-14
C[C@@H]1CCCCO[C@@H](CN(C)C(=O)Nc2ccccc2)[C@@H](C)CN([C@H](C)CO)C(=O)c2cc(NS(=O)(=O)c3ccc(F)cc3)ccc2O1
 : 0.2	11	2	68
C[C@H](CO)N1C[C@H](C)[C@H](CN(C)C(=O)CC2CC2)Oc2cc(-c3ccccc3)ccc2S1(=O)=O
 : 1.3	-24	3	33
COc1ccc(NC(=O)Nc2ccc3c(c2)C(=O)N([C@H](C)CO)C[C@H](C)[C@@H](CN(C)S(=O)(=O)c2cn(C)cn2)OCCCC[C@@H](C)O3)cc1
 : 1.4	8	3	-106
C[C@@H]1CN([C@H](C)CO)C(=O)CCCn2cc(nn2)CO[C@H]1CN(C)C(=O)CCC(F)(F)F
 : /	13	-3	-30
CO[C@H]1CN(C)C(=O)c2cc(NC(C)=O)ccc2OC[C@H](C)N(C(=O)Cc2cccnc2)C[C@H]1C
 : 0.4	28	/	-21
C[C@H](CO)N1C[C@H](C)[C@@H](CN(C)C)Oc2cc(-c3ccncc3)ccc2S1(=O)=O
 : -0.6	-3	-2	106*
C[C@@H]1CN([C@@H](C)CO)C(=O)Cc2cc(NS(=O)(=O)c3ccccc3)ccc2O[C@@H]1CN(C)S(=O)(=O)c1ccccc1
 : 0.0	-3	5	72

# 4 entries from above, ordered by their value in KDM4C inh, descending.
molecule	KDM4C inh
COc1ccc(NC(=O)Nc2ccc3c(c2)C(=O)N([C@H](C)CO)C[C@H](C)[C@@H](CN(C)S(=O)(=O)c2cn(C)cn2)OCCCC[C@@H](C)O3)cc1	1.4
C[C@H](CO)N1C[C@H](C)[C@H](CN(C)C(=O)CC2CC2)Oc2cc(-c3ccccc3)ccc2S1(=O)=O	1.3
C[C@@H]1CN([C@@H](C)CO)C(=O)Cc2cc(NS(=O)(=O)c3ccccc3)ccc2O[C@@H]1CN(C)S(=O)(=O)c1ccccc1	0.0
C[C@H](CO)N1C[C@H](C)[C@@H](CN(C)C)Oc2cc(-c3ccncc3)ccc2S1(=O)=O	-0.6

# Screening results from PubChem BioAssay.
